AmpC detergent = qHTS Inhibitors of AmpC Beta-Lactamase (assay with detergent); P00811; AmpC hydrolysis of nitrocefin, absorbance 480 nm, 0.01% Triton; Potency, µM (top dose mostly 114 µM), inactives show at the top dose activity change, negative = inhibition, most hits filed as inhibitors; 0.041% of 370,000 active;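 note: potency is the fitted concentration of half-maximal effect; 0% = no-compound wells and -100% = no-enzyme wells; nearly all actives have a fitted effect of over 25% in size; some results filed as inactive show a strong effect at the top dose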
Target sequence (P00811 whole entry, looked up): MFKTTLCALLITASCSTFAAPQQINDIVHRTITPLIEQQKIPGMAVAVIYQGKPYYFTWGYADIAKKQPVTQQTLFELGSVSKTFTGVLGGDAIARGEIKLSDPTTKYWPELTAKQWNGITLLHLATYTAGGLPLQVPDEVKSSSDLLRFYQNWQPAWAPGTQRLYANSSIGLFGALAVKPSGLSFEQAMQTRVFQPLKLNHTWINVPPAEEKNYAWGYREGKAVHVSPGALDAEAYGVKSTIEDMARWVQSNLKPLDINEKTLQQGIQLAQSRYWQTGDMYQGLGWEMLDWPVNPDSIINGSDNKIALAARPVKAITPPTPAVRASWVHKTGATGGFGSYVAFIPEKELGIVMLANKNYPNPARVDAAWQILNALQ
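20 mM phosphate pH 7.0 + 0.01% (detergent screen) or 0.0001% Triton X-100; 5.3 nM AmpC reagent; cpd preinc 15 min RT; nitrocefin (800 uM stock) to start; A480 q20 s × 4 min; Activity was normalised to no-enzyme and no-compound control wells.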
HCV inhibitor = qHTS Assay for Inhibitors of Hepatitis C Virus (HCV) | Huh7.5.1 HCVcc-Cre infection, luciferase reporter, 44 h | Potency, µM (top dose mostly 41.8 µM), without a hit: top-dose activity change, negative = inhibition, actives largely listed as inhibitors | AID 651820, 2012 | 3.4% of 340,000 active; note: potency is the fitted concentration of half-maximal effect
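HCVcc-Cre virus at an moi near 0.5 was added right after compound to cells cultured 4 h from seeding (1,000 cells/well). Luciferase activity was determined 44 h later, 15 min after substrate addition at RT.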
Sm TGR block = qHTS Assay for the Inhibitors of Schistosoma Mansoni Peroxiredoxins; Schistosoma mansoni thioredoxin glutathione reductase (TGR), Q962Y6; purified TGR, DTNB reduction, TNB absorbance 405 nm; Potency, µM (titrated, usually from 114 µM), for the others: at the highest dose activity change, negative = inhibition, most hits filed as inhibitors; 3% of 360,000 active; AID 485364, 2010; note: potency is the fitted concentration of half-maximal effect; nearly all actives have a fitted effect of over 60% in size
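TGR 20 nM + NADPH 100 uM (dispensed conc.), cpd preinc 15 min RT; start with NADPH (500 uM addition) then DTNB (15 mM addition). Kinetic TNB absorbance, 405 nm filter. Four-parameter Hill fit across titration.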
AmpC no deterg = qHTS Inhibitors of AmpC Beta-Lactamase (assay without detergent); Potency, µM (doses to about 57.1 µM), without a hit: at the highest dose activity change, negative = inhibition, actives largely listed as inhibitors; AID 485341, 2010; 0.52% of 330,000 active; P00811; AmpC nitrocefin hydrolysis, absorbance 480 nm, 0.0001% Triton;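 note: potency is the fitted concentration of half-maximal effect; plate controls were no compound for no effect and no enzyme for full effect; nearly all actives have a fitted effect of over 20% in size; some results filed as inactive show a strong effect at the top dose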
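20 mM phosphate pH 7.0 + 0.01% (detergent screen) or 0.0001% Triton X-100; 5.3 nM AmpC reagent; cpd preinc 15 min RT; nitrocefin (800 uM stock) to start; A480 q20 s × 4 min; Activity was normalised to no-enzyme and no-compound control wells.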
FBPA Giardia inh = qHTS Assay for Inhibitors of Fructose-1,6-bisphosphate Aldolase from Giardia Lamblia | A8B2U2 | purified Giardia FBPA | Potency, µM (highest dose often 59.6 µM), for inactives: at the top dose activity, negative = inhibition, actives largely listed as inhibitors | 0.71% of 290,000 active; note: potency is the fitted concentration of half-maximal effect; nearly all actives have a fitted effect of over 55% in size
Target sequence (A8B2U2 whole entry, looked up): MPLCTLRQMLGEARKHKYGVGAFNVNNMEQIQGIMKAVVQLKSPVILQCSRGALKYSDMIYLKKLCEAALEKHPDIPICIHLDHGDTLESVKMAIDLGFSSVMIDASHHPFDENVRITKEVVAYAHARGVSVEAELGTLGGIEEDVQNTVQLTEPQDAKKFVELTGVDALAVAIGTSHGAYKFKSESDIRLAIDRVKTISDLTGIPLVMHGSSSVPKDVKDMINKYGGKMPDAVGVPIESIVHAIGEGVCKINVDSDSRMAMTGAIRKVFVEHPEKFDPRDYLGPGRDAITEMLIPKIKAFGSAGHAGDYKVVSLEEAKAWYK
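Giardia FBPA (40 nM reagent) was preincubated 10 min at RT with compound (up to 57.5 uM final), then substrate plus GAPDH/TPI/NAD/arsenate coupling system with diaphorase/resazurin was added; resorufin fluorescence (525/598 nm) was read after 20 min.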
HCMV antiviral = qHTS Assay for inhibitors of the human cytomegalovirus (HCMV); AID 1259415, 2018; HFF cells, HCMV-luciferase reporter, 72 h; stronger effect = lower value; 4.5% of 410,000 active; activity change, negative = inhibition, % at 57.5 µM; in the data active = activity change below about -60%; inconclusive = no clear call, values can overlap the other calls; inactive = above about -39%
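Compounds were evaluated in HFFs infected with an HCMV luciferase reporter virus (MOI 1 PFU/cell). Luciferase in lysates collected 72 h post infection served as the replication measure.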
* hit, by the source's call; ? = inconclusive; nt = not tested or not shown; [ ] = remark or other dose. Unless noted, calls come from the whole dose curve; as a rule, active = well fitted curve in the direction sought with a large enough effect; inconclusive = small, poorly fitted or top-dose-only effect, or another doubt; inactive = no such curve, though single readings can be large; an effect the other way counts as inactive or inconclusive. Unless noted, % is set by controls: 0 for no effect and ±100 for the full control effect. This is a random part of the collection; about 9.9% have a hit in one of these screens.

Codes: A = AmpC detergent; B = HCV inhibitor; C = Sm TGR block; D = AmpC no deterg; E = FBPA Giardia inh; F = HCMV antiviral
> Cc1c(C(=O)N2CCCCCC2)c(S(=O)(=O)Nc2ccc(F)cc2)c(C)n1C
  A: -4% | B: 15% | C: -10% | D: 19% | E: 3% | F: -21

> O=C(COC(=O)Cc1cccc(C(F)(F)F)c1)NC1CCS(=O)(=O)C1 (centres undefined)
  A: -11% | B: 6% | C: -1% | D: -8% | E: nt | F: 9

> COc1ccc(S(=O)(=O)N(C)C)cc1NC(=O)CSc1nncs1
  A: 3% | B: 22% | C: -2% | D: -35% | E: 3% | F: 20

> Oc1ccc(Br)cc1-c1ccnn1-c1ccccc1
  A: -7% | B: ? | C: 5% | D: -23% | E: -8% | F: 8

> CC1CCC2(CC1)NC(=O)N(Cc1nc(-c3ccccc3)no1)C2=O (centres undefined)
  A: -12% | B: -26% | C: 1% | D: -1% | E: 3% | F: 26

> CCOC(=O)c1ccccc1NC(=O)c1ccccc1NS(C)(=O)=O
  A: ? | B: ? | C: 4% | D: -21% | E: -3% | F: 15

> Cc1cccc(C(=O)O[C@H]2[C@H](Cc3ccccc3)NS(=O)(=O)[C@H]3CC4C=C[C@]23O4)c1
  A: nt | B: 17% | C: nt | D: -32% | E: nt | F: 14

> COc1ccccc1NC(=O)C(C)OC(=O)Cc1n[nH]c(=O)c2ccccc12 (centres undefined)
  A: ? | B: 14% | C: 2% | D: -15% | E: nt | F: 17

> CC(=O)N1CCc2cc(S(=O)(=O)NCCN3CCC(C)CC3)ccc21
  A: 0% | B: 5% | C: 2% | D: -9% | E: 0% | F: -6

> O=C(c1ccc(CNc2c(NC3CCCCC3)c(=O)c2=O)cc1)N1CCc2ccccc21
  A: -2% | B: -12% | C: -8% | D: -26% | E: 9% | F: 1

> COc1ccc(C(=O)OCC(=O)Nc2cccc(C(C)=O)c2)c(OC)c1OC
  A: -4% | B: -24% | C: 3% | D: -8% | E: -4% | F: -29

> CCOC(=O)CC(=O)Nc1nc2ccccc2s1
  A: -11% | B: 6% | C: -36% | D: -10% | E: -1% | F: 70

> Cc1nc(SCC(=O)Nc2c(C)n(C)n(-c3ccccc3)c2=O)nc(C)c1C
  A: 4% | B: 7% | C: 4% | D: -3% | E: 5% | F: -30

> CCCCn1nc2cc(C(=O)NCCc3ccc(C)cc3)ccc2c1OCC
  A: -5% | B: -29% | C: 7% | D: -13% | E: 0% | F: 20

> Cc1ccc(-c2cc(C(=O)N3CCCC3)no2)cc1
  A: ? | B: -12% | C: 2% | D: -1% | E: 9% | F: -36

> CC(C)(C)c1ccc(C(=O)NNC(=O)c2cccc(-n3cnnn3)c2)cc1
  A: 5% | B: -4% | C: -1% | D: -15% | E: -2% | F: -35

> O=C(CC1S/C(=N/N=C/c2cccs2)NC1=O)Nc1ccc(Cl)cc1 (centres undefined)
  A: -17% | B: 35%[activator] | C: -3% | D: -32% | E: 4% | F: -27

> Cc1ccc2c(CN3CCN(S(=O)(=O)c4ccc5c(c4)OCCO5)CC3)cc(=O)oc2c1C
  A: -12% | B: 13µM* | C: 0% | D: -23% | E: -7% | F: -78*

> COC(=O)C1=C(C)N(c2ccc(OC)c(OC)c2)C(=O)/C1=C\c1cccs1
  A: ? | B: -27% | C: -2% | D: -3% | E: 0% | F: 7

> C=C(C)c1cccc(C(C)(C)NC(=O)N2CCN(C/C=C/c3ccccc3)CC2)c1
  A: ? | B: ? | C: 10% | D: 77%[activator] | E: 2% | F: -19

> CCN(C[C@H]1N[C@@](CC)(C(=O)OC)[C@H]2C(=O)N(Cc3ccccc3)C(=O)[C@@H]12)C(=O)c1ccc(F)cc1
  A: nt | B: ? | C: nt | D: 134%[activator] | E: nt | F: -2

> O=C(Nc1ncccn1)C1=C(O)c2ccccc2S(=O)(=O)N1Cc1ccccc1
  A: -9% | B: 11% | C: -23% | D: -19% | E: -8% | F: -34

> CN(C)CCNc1cnn(-c2ccccc2)c(=O)c1Cl
  A: 1% | B: 20% | C: 13% | D: -21% | E: 6% | F: 25

> Cc1cc(-n2c(C)cc(C(=O)CN3C(=O)C(=O)N(C)C3=O)c2C)no1
  A: nt | B: 9% | C: nt | D: -11% | E: nt | F: 11

> Cc1ccc(OCCN2C(=O)NC3(CCc4ccccc4C3)C2=O)cc1 (centres undefined)
  A: -5% | B: -1% | C: 7% | D: -2% | E: 5% | F: -8

(cont.)
Codes: A = AmpC detergent; B = HCV inhibitor; C = Sm TGR block; D = AmpC no deterg; E = FBPA Giardia inh; F = HCMV antiviral
> OC(COCC1COc2ccccc2O1)CN1CCc2ccccc2C1 (centres undefined)
  A: 0% | B: -3% | C: -6% | D: 10% | E: -2% | F: 28

> Cn1c(-n2c(CCCN3C(=O)c4ccccc4C3=O)nc3ccccc3c2=O)nc2ccccc21
  A: -8% | B: 10% | C: 0% | D: -19% | E: 22% | F: 57

> Cc1[nH]n(C)c(=O)c1C(=O)c1c(-c2ccccc2Cl)noc1C
  A: -1% | B: 0% | C: 45µM* | D: 70%[activator] | E: -1% | F: 63

> CCOC(=O)C(CC)Sc1ccc2nnc(CCNS(=O)(=O)c3ccccc3)n2n1 (centres undefined)
  A: 10% | B: -5% | C: -5% | D: 14% | E: 1% | F: -103*

> O=C1Cc2ccccc2C(=O)N1CCc1ccccc1
  A: -14% | B: 17% | C: 10% | D: -57% | E: ? | F: 41

> O=C1C(=O)N(CCCN2CCOCC2)C(c2ccc(F)cc2)/C1=C(\O)c1ccc2c(c1)OCCO2 (centres undefined)
  A: 0% | B: 16% | C: ? | D: -25% | E: nt | F: 53

> CN(CCCC1CCCC1)C(=O)c1cc(COc2c(F)cccc2F)on1
  A: -20% | B: ? | C: 2% | D: 39% | E: nt | F: 4

> CC(C)c1cccc(C(C)C)c1OCCCCN1CCCC1
  A: -7% | B: -10% | C: 0% | D: 5% | E: -19% | F: -37

> Cc1cccc(CN2CCN(CC(=O)O)C2=O)c1
  A: -8% | B: nt | C: -35% | D: -13% | E: 11% | F: 119

> Cc1ccc(N(CC(=O)NCc2ccco2)C(=O)CCC(=O)Nc2nccs2)c(C)c1
  A: ? | B: -4% | C: -12% | D: 19% | E: 4% | F: -39

> CCC(C)NC(=O)C1=CCN(S(=O)(=O)c2ccc(C)cc2)CC1 (centres undefined)
  A: 1% | B: 16% | C: -20% | D: 0% | E: 2% | F: -32

> O=C(O)c1ccc(-n2cccn2)nc1
  A: -4% | B: -8% | C: nt | D: -18% | E: -5% | F: ?

> COCCCNC(=S)N1CCCN(c2nc3cc(C)c(C)cc3cc2C#N)CC1
  A: -3% | B: 22µM* | C: -3% | D: 168%[activator] | E: ? | F: -36

> COC(=O)c1scc(C)c1NC(=O)CSc1ccc(Cl)cc1
  A: -8% | B: -18% | C: 15% | D: -23% | E: -4% | F: ?

> COc1ccc(C)cc1NC(=O)CSc1nnc(-c2ccccn2)n1Cc1ccco1
  A: 3% | B: -14% | C: 10% | D: 66%[activator] | E: -3% | F: 33

> CCCCCNC(=O)c1cccnc1SCC(=O)Nc1ccccc1OC
  A: -11% | B: -6% | C: 0% | D: -13% | E: 0% | F: -10

> C/C(=N\NC(=O)c1cccc(Cl)c1)c1cccc(NC(=O)c2ccco2)c1
  A: 4% | B: ? | C: -1% | D: ? | E: -1% | F: -26

> NC(=S)N/N=C/c1ccccc1OCc1cccc(Cl)c1
  A: ? | B: 11µM* | C: 4% | D: -55% | E: -17% | F: nt

> Cc1ccc(S(=O)(=O)Nc2ccc(-n3cnnn3)cc2)c(C)c1
  A: 1% | B: -6% | C: -7% | D: -30% | E: nt | F: 0

> O=C(c1cccs1)n1cc(C(=S)N2CCOCC2)c2ccccc21
  A: 13% | B: -8% | C: 18% | D: nt | E: -6% | F: 42

> COc1ccc(NC(=O)C(=O)NCCc2ccccc2)cc1OC
  A: 2% | B: nt | C: -2% | D: nt | E: nt | F: -64*

> CCC(Sc1nc2n[nH]c(C)c2c(=N)n1-c1ccccc1Cl)C(=O)N(CC)CC (centres undefined)
  A: 4% | B: nt | C: 6% | D: nt | E: nt | F: 11

> COc1cc(C(C)=O)ccc1Oc1cnccn1
  A: 4% | B: 5% | C: -3% | D: -5% | E: -1% | F: -5

> CCOC(=O)c1ccccc1CN1C(=O)c2ccccc2S1(=O)=O
  A: ? | B: 22% | C: 0% | D: -4% | E: -2% | F: 30

> COc1ccc(CC(=O)Nc2cc(=O)n(C)c(=O)n2C)cc1
  A: -14% | B: -15% | C: -13% | D: -6% | E: -1% | F: -4

> Cc1ccc2oc3c(c(=O)c2c1)C(c1cccc(Br)c1)N(Cc1ccco1)C3=O (centres undefined)
  A: ? | B: nt | C: -1% | D: -30% | E: -3% | F: -18

> O=C(O)C1C2C=CC(C2)C1C(=O)NCCc1cccc(Cl)c1 (centres undefined)
  A: -1% | B: 22% | C: -4% | D: -1% | E: 2% | F: 76

> Cc1ccccc1S(=O)(=O)Cc1ccc(C(=O)NCCCOC(C)C)o1
  A: 3% | B: 5% | C: ? | D: 0% | E: 4% | F: 33

From PubChem BioAssay
